# From PubChem BioAssay
# TCR-CD3 inh – inhibitors of human TCR-CD3 interaction, primary screen, biochemical, fluorescence, TAMRA-labeled TCR probe; T-cell receptor (TCR); inhibition, % at 9.4 µM; hit rate 0.37% among 360,000; in the data active = inhibition above about 19%;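 also: recombinant mutant TCR 2C K166C tagged with TAMRA read by polarization; 0% = receptor in buffer alone and 100% = receptor with positive control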
# rCAG RNA binder – binders of r(CAG) RNA repeats, primary screen, biochemical, fluorescence | r(CAG) RNA repeat, TO-PRO-1 dye displacement fluorescence | inhibition, % at 3 µM | hit rate 1.3% among 370,000 | AID 651821, 2012;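 active = inhibition above the plate cutoff, the mean of all test compounds on that plate plus 3 SD, cut at about 35% in these data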;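 also: 0% = DMSO alone and 100% = 100 µM mitoxantrone as full dye displacement; higher means more dye released from RNA so lower well fluorescence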
# LEDGF integ inh – blockers of LEDGF/p75-dependent integrase strand transfer – biochemical, TR-FRET, high throughput, primary screen. HIV-1 integrase (with human LEDGF/p75). TR-FRET IN-LEDGF/p75 DNA integration, Eu/Cy5. inhibition, % at 3.7 µM. hit rate 0.64% among 370,000. AID 743269, 2014;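 active = inhibition above the screen-wide mean plus 3 SD, cut at about 13% in these data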;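 also: signal is the Cy5 over europium emission ratio at 671 and 618 nm; 0% = plate median of compound wells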
# ABHD4 inh – ABHD4 inhibitors, primary screen, biochemical, fluorescence polarization, mouse | (Lyso)-N-acylphosphatidylethanolamine lipase (Mus musculus), Q8VD66 | AID 720543, 2013 | inhibition, % at 8.92 µM | purified mABHD4, FP-Rh probe fluorescence polarization | hit rate 0.54% among 370,000;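 active = inhibition exceeding the mean over every tested compound plus 3 SD, cut at about 30% in these data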;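 also: 0% = plate median of compound wells and 100% = S159A mutant with DMSO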
# Target sequence (Q8VD66 whole entry, looked up): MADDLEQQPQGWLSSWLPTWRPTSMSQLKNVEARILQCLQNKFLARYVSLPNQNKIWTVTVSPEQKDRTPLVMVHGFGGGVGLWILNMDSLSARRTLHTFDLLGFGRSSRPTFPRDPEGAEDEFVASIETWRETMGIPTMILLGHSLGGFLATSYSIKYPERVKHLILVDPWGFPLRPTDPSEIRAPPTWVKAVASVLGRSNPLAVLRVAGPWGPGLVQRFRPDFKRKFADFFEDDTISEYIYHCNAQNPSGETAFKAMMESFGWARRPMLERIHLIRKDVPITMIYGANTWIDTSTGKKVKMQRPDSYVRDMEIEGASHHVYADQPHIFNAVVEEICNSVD
#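 Assay system: wild-type mouse ABHD4 protein; compound: single nominal dose of 8.92 µM, 0.89% DMSO final; schedule: 45 min + 60 min at 25 °C; measured by: FP readout, ex 525 nm / em 598 nm; evaluation: % inhibition of FP-Rh probe binding versus controls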
# PG9 binder – binders of HIV-1 gp120 antibody PG9, primary screen, biochemical, TR-FRET; HIV-1 gp120 / PG9 antibody interaction; TR-FRET gp120-PG9 antibody binding; inhibition, % at 6.7 µM; hit rate 0.43% among 360,000; AID 624416, 2012; in the data active = inhibition above about 8.5%
# UHRF1 MBD2 ctr – UHRF1 methylated DNA binding inhibitors, primary screen, counter-screen for MBD2 inhibitor project, biochemical, TR-FRET, human UHRF1, single concentration; E3 ubiquitin-protein ligase UHRF1 (Homo sapiens), Q96T88; UHRF1 binding to methylated oligo; inhibition, % at 4.4 µM; hit rate 0.75% among 370,000; in the data active = inhibition above about 21%;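 also: UHRF1 SRA domain binding a hemimethylated CpG hairpin DNA probe; 0% = median of test compound wells and 100% = reference inhibitor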
# Rev-erbA mod – modulators of Rev-erb alpha DNA binding, primary screen, biochemical, FITC-DNA, fluorescence polarization, uHTS; Nuclear receptor subfamily 1 group D member 1 (Homo sapiens), P20393; Rev-erbα–FITC-DNA binding, 90 min; activity, % at 10 µM; hit rate 0.79% among 370,000;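 active = activity above about 14%, limit read from the data; passing the limit was not always enough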;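 also: 0% = DMSO wells with 35 nM protein and 100% = DMSO wells with 750 nM protein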
# MBD2 DNA inh – inhibitors of MBD2 binding to methylated DNA, primary screen, biochemical, TR-FRET, DNA-binding domain, human. Methyl-CpG-binding domain protein 2 (Homo sapiens), Q9UBB5. MBD2 binding to methylated oligonucleotide. inhibition, % at 4.4 µM. hit rate 0.31% among 370,000. AID 686964, 2013; in the data active = inhibition above about 13%
# Target sequence (Q9UBB5 whole entry, looked up, the tested form may be a part): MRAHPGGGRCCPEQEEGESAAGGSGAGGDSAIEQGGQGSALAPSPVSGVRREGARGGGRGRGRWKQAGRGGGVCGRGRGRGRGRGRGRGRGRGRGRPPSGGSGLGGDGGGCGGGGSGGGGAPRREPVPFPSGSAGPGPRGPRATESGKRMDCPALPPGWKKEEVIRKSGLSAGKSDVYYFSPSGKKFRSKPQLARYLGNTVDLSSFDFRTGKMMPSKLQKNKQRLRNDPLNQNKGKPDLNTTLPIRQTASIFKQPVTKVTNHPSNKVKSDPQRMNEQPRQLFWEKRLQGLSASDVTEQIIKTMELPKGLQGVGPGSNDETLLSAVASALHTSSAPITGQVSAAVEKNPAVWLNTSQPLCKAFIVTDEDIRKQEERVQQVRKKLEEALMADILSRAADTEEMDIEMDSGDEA
# HTRA1 inh – HTRA1 serine protease inhibitors, primary screen, biochemical, fluorescence polarization, HTS. Q92743. recombinant HTRA1, FP-rhodamine activity-based probe. inhibition, % at 5.96 µM. hit rate 0.5% among 340,000. AID 504803, 2011; in the data active = inhibition above about 36%;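 also: 0% = enzyme with DMSO and 100% = wells lacking enzyme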
# PRMT1 FP inh – PRMT1 methyltransferase inhibitors, primary screen, biochemical, fluorescence polarization | Protein arginine N-methyltransferase 1 (Homo sapiens), Q99873 | recombinant PRMT1, activity-based probe fluorescence polarization | inhibition, % at 2.79 µM | hit rate 1.3% among 370,000 | AID 652257, 2013;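 active = inhibition above about 21% made by adding two undisclosed values, limit read from the data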
# * hit, by the source's call; nt = not tested or not shown. Not all compounds are listed; rates above refer to the full screens.
# Second line of a record: rCAG RNA binder	UHRF1 MBD2 ctr	Rev-erbA mod	LEDGF integ inh	MBD2 DNA inh	ABHD4 inh	TCR-CD3 inh	HTRA1 inh	PRMT1 FP inh	PG9 binder
1: Cc1cccc(-c2cccc3c4c([nH]c23)[C@@H]2C[C@H](N(C)C(=S)Nc3ccc(C#N)cc3)[C@H]([C@H](C)O)CN2CC4)c1
  16	-1	1	3	5	-2	nt	nt	-2	nt
2: N#Cc1ccccc1OCc1nnc(-c2ccccc2Br)o1
  2	1	2	-2	2	0	-8	-4	5	-1.8
3: CCCCCCNc1cc2n(c(=O)n1)CCc1cc(OC)c(OC)cc1-2
  4	-2	-2	2	-4	1	-4	-7	1	1.9
4: Clc1ccc(-c2cc(CSc3ccccc3)on2)cc1
  -1	0	7	0	1	0	-2	-21	-2	0.3
5: O=C(Cn1c(=O)oc2cc(S(=O)(=O)N3CCCCCC3)ccc21)NC1CCCCC1
  2	1	-1	-2	2	2	-6	9	-1	-0.7
6: COc1ccc(C(c2nnnn2C(C)(C)C)N2CCN(c3nc4ccccc4s3)CC2)cc1 (stereo not drawn)
  -2	0	4	0	-4	3	3	-5	-3	-1.2
7: Cc1cc(NC(=O)CN2C(=O)NC(C)(c3ccc(OC(F)F)cc3)C2=O)no1 (stereo not drawn)
  0	0	2	-2	-1	5	0	-6	3	-3.0
8: CCOc1ccc(NS(=O)(=O)c2ccc(C(=O)NCC(c3ccco3)N3CCCCC3)cc2)cc1 (stereo not drawn)
  4	-2	0	-2	-1	-6	-6	-22	-1	-1.5
9: O=C(NCCc1ccccc1)C1CCC(=O)N(Cc2ccc(Cl)cc2)C1 (stereo not drawn)
  -7	0	1	-1	0	1	3	5	2	0.2
10: CCOc1cc(S(=O)(=O)NCCc2ccc(OC)c(OC)c2)c(OCC)cc1-n1cnnn1
  -2	4	-7	-2	-1	2	-2	-2	-2	2.2
11: O=C1C=C(c2ccc(Oc3ccccc3)cc2)C[C@@H](c2ccc(Cl)cc2)C1
  2	3	4	2	-1	1	5	-23	-2	0.3
12: COc1ccc(N2CS(=O)CC2=O)cc1 (stereo not drawn)
  3	10	-5	3	8	-3	4	0	-2	-3.4
13: CN1C(=O)c2cccc3c(S(=O)(=O)Nc4ccccn4)ccc1c23
  -2	-2	-2	2	-2	3	-2	-5	-3	-1.5
14: COc1ccc(S(=O)(=O)c2nnn(-c3cccc(Cl)c3)c2N)cc1
  14	-4	4	0	-1	-4	-3	-10	-2	-2.2
15: COc1ccc([N+](=O)[O-])cc1CN1CCN(c2ncc(Cc3ccccc3)cn2)CC1
  2	-2	2	1	-5	-10	-2	nt	1	-0.5
16: COC(=O)[C@]12CCCCC=C1N(Cc1ccc(Cl)cc1Cl)C(=O)[C@H](CC(=O)N1CCSCC1)C2
  7	-2	-3	-2	-6	-7	3	nt	0	1.5
17: CN1C(=O)c2cc(NC(=O)C3CC3)ccc2OC[C@H]2O[C@@H](CC(=O)NC3CCC3)CC[C@@H]21
  0	5	15	6	13	13	nt	nt	0	nt
18: O=C(NCC1CCCO1)c1cnc(Cl)c(Cl)c1 (stereo not drawn)
  -1	0	5	-3	-3	3	1	2	0	-1.6
19: CC(CCN1CCC(C(O)(c2ccccc2)c2ccccc2)CC1)Oc1ccc(C#N)cc1F (stereo not drawn)
  4	3	-1	8	-6	-2	nt	nt	-3	nt
20: O=C(CN1CCCC1=O)NC1(C(F)(F)F)NC(=O)N(Cc2ccccc2)C1=O (stereo not drawn)
  -5	3	-1	-3	-1	-1	-5	-1	3	2.2
21: COc1ccccc1N(CC(=O)NC1CCCCC1)C(=O)c1csnn1
  -5	4	3	3	4	-5	-4	3	2	0.8
22: C/C(=N\NC(=O)CSCc1ccccc1Cl)c1cc(O)ccc1O
  7	-4	5	0	-6	19	3	15	4	-1.5
23: Cn1c(CNC2CCCCC2)nc2ccccc21
  1	-2	-4	2	1	6	-3	4	-1	-0.6
24: COc1ccc(C)cc1NC(=O)Nc1ccc2c(c1)CCC2
  4	0	-3	2	-2	10	-3	-9	2	1.2
25: NNC(=O)c1ccc2ccccc2n1
  6	-5	0	-1	3	3	0	-8	-2	1.4
26: S=C(NCc1ccccc1)Nc1nccs1
  -1	-3	5	-2	-3	2	-8	4	-1	-1.6
27: COCc1c(C(=O)NCC2COc3ccccc3O2)oc2ccccc12 (stereo not drawn)
  1	0	3	-1	3	-1	4	-12	0	1.2
28: Cc1ccccc1CS(=O)(=O)Cc1ccc(C(=O)NCc2ccco2)o1
  2	3	1	1	-3	-1	5	-4	-1	-4.4
29: CC(C)n1nnnc1C1c2ccccc2C(=O)N1Cc1ccc(F)cc1 (stereo not drawn)
  2	2	-5	-5	1	2	-4	nt	3	-2.2
30: CC12CCC(=O)N1C(C(=O)Nc1nc(-c3cc(F)ccc3F)cs1)CS2 (stereo not drawn)
  2	2	-1	3	-3	-5	-1	-2	-1	-0.1

# Structural class: those above containing a Cl atom.
# Second line of a record: rCAG RNA binder	UHRF1 MBD2 ctr	Rev-erbA mod	LEDGF integ inh	MBD2 DNA inh	ABHD4 inh	TCR-CD3 inh	HTRA1 inh	PRMT1 FP inh	PG9 binder
4: Clc1ccc(-c2cc(CSc3ccccc3)on2)cc1
  -1	0	7	0	1	0	-2	-21	-2	0.3
9: O=C(NCCc1ccccc1)C1CCC(=O)N(Cc2ccc(Cl)cc2)C1 (stereo not drawn)
  -7	0	1	-1	0	1	3	5	2	0.2
11: O=C1C=C(c2ccc(Oc3ccccc3)cc2)C[C@@H](c2ccc(Cl)cc2)C1
  2	3	4	2	-1	1	5	-23	-2	0.3
14: COc1ccc(S(=O)(=O)c2nnn(-c3cccc(Cl)c3)c2N)cc1
  14	-4	4	0	-1	-4	-3	-10	-2	-2.2
16: COC(=O)[C@]12CCCCC=C1N(Cc1ccc(Cl)cc1Cl)C(=O)[C@H](CC(=O)N1CCSCC1)C2
  7	-2	-3	-2	-6	-7	3	nt	0	1.5
18: O=C(NCC1CCCO1)c1cnc(Cl)c(Cl)c1 (stereo not drawn)
  -1	0	5	-3	-3	3	1	2	0	-1.6
22: C/C(=N\NC(=O)CSCc1ccccc1Cl)c1cc(O)ccc1O
  7	-4	5	0	-6	19	3	15	4	-1.5

# Next compounds
# Second line of a record: rCAG RNA binder	UHRF1 MBD2 ctr	Rev-erbA mod	LEDGF integ inh	MBD2 DNA inh	ABHD4 inh	TCR-CD3 inh	HTRA1 inh	PRMT1 FP inh	PG9 binder
31: Cc1ccc(N/N=C2/CCCNC2=O)cc1
  -2	-4	-5	-4	-2	5	1	4	6	-2.8
32: N#CC1=C(N)NC(SCC(=O)Nc2ccccc2)=C(C#N)C12CCCC2
  7	1	7	2	2	-5	6	-16	2	-2.9
33: CN(C)CCCNC(CC(=O)Nc1cccc([N+](=O)[O-])c1)C(=O)O (stereo not drawn)
  1	1	2	2	-4	2	1	6	-2	-2.1
34: O=C(N[C@H](C(=O)N1CCC[C@H]1C(=O)NC1CCCC1)C1CCCCC1)c1nccs1
  -2	1	0	-4	4	-1	-2	nt	3	-2.0
35: CC(C)(C)c1ccc(C(=O)NCc2nnc(SCC(=O)NCc3ccco3)o2)cc1
  5	-3	4	9	-6	-8	-3	-3	6	-0.4
36: O=[N+]([O-])c1cc(C(F)(F)F)ccc1NCCc1c[nH]c2ccccc12
  10	-2	1	-3	-1	-8	5	3	2	1.6
37: CC1(C)CC(=O)C=C(Nc2ccc(Cl)cc2)C1
  -3	-1	-4	-4	-2	6	-4	1	-3	-3.4
38: COc1ccc(CNCC#Cc2ccc(C)cc2)c(OC)c1
  1	-1	-1	1	-3	-1	nt	nt	-4	nt
39: COc1ccc(CC(=O)n2nc(-c3cccnc3)nc2N)cc1
  0	1	nt	1	3	3	-3	7	0	1.4
40: COC(=O)c1c(NC(=O)COC(=O)c2ccc(C)s2)sc2c1CCCCC2
  0	-2	0	0	1	5	5	-4	-3	-1.5
41: COC(=O)C1=C(C)NC2=C(C(=O)CC(C)(C)C2)C1c1cccc(C)n1 (stereo not drawn)
  -2	5	-3	-5	5	-12	-4	4	6	0.9
42: CNC(=S)N(CCc1c(C)[nH]c2ccc(C)cc12)Cc1cc(OC)c(OC)c(OC)c1
  5	-1	4	-3	0	-1	3	1	2	0.1
43: COc1ccc(C(CC(=O)N2CCCCC2)c2c(OC)cc(OC)c3ccc(=O)oc23)cc1 (stereo not drawn)
  7	1	-1	3	-3	2	0	-4	3	-2.0
44: N#Cc1cc(S(=O)(=O)c2ccc(F)cc2)c(N)[nH]c1=O
  5	0	1	-2	3	0	7	1	-2	-0.4
45: COc1cc2c(cc1OC)CN(C(=O)c1ccc(S(=O)(=O)N3CCCCC3)cc1)CC2
  0	1	6	0	-8	0	-9	0	2	2.1
46: CN(C(=O)c1cccc(NC(=O)Cc2cccc(NC(=O)C3CCN(C(=O)CCc4ccccc4)CC3)c2)c1)C1CC1
  3	-4	10	-2	-5	-3	2	-8	-2	1.9
47: N#CC1=C2SCN(c3ccccc3)CN2C(=O)CC1c1cccs1 (stereo not drawn)
  28	-9	3	0	3	15	4	-3	19	3.9
48: COc1ccccc1N(C(=O)c1snc(C(N)=O)c1N)C(C(=O)NCc1ccccc1)c1ccc(C)o1 (stereo not drawn)
  -2	-1	-1	2	-2	1	-3	-3	-4	-0.2
49: C=C(C)C1CC23C(=O)C4(C(=O)c5ccccc5)C[C@@]5(C)CCC(CC2C1(C)C)(C4=O)C35OC (stereo partly drawn)
  8	0	-1	-2	0	-1	nt	nt	4	nt
50: O=C(O)c1cccc(Nc2nc(C(F)(F)F)nc3ccccc23)c1
  15	-2	-2	3	1	-8	1	4	2	-1.4
51: CCC(C)[C@H](NC(=O)C1(c2ccccc2)CCN(C(=O)OC(C)(C)C)CC1)C(=O)N[C@@H](C(=O)O)c1ccccc1 (stereo partly drawn)
  10	-2	6	0	-1	0	5	1	-2	-1.2
